Screening results: PubChem BioAssay, The Scripps Research Institute Molecular Screening Center
M1 PAM parental = M1 PAM counterscreen hit in parental CHO-K1 cells. ATP EC20, Fluo-8 calcium fluorescence; 0% at ATP EC20, 100% at ATP max. activation, % at 3 µM. 0.02% of 360,000 active. AID 602247;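 active means activation above the run cutoff, the mean activation of all test compounds plus 3 SD, cut at about 40% in these data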;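 further: peak over basal fluorescence ratio in a 140 s read after ATP addition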
TAAR1 antagonist = human TAAR1 antagonism; Q96RJ0; CHO RD-HGA16 TAAR1, Fluo-8 calcium fluorescence, antagonist; inhibition, % at 3 µM; 1.5% of 360,000 active;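 active means inhibition above a per-plate cutoff, the mean inhibition of test compounds on that plate plus 3 SD, cut at about 49% in these data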;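 further: 0% = DMSO plus EC80 beta-PEA response and 100% = DMSO alone without agonist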
Target sequence (Q96RJ0 whole entry, looked up): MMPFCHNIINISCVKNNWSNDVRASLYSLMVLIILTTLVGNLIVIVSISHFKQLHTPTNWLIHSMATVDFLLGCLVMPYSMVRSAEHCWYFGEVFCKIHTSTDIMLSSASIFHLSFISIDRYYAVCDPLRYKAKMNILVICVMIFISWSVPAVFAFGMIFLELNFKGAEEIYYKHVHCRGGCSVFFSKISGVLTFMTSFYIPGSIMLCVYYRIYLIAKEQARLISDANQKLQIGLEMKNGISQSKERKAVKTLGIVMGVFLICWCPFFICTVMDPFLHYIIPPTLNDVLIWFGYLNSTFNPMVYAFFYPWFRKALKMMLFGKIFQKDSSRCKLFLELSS
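test system = CHO RD-HGA16 cells bearing hTAAR1 | replication = singlicate | controls = DMSO-only wells and EC80 β-PEA-stimulated wells | reagent = EC80 β-phenethylamine stimulus | read-out basis = percent inhibition of PEA-evoked calcium signal, max/basal emission ratio | schedule = seeding 17-24 h prior, 75-min 37 °C, 30-min RT dye loading | signal = kinetic Fluo-8 calcium fluorescence measurement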
M1 antag = human CHRM1 antagonism | P11229 | CHO-K1 hM1, Fluo-8 calcium fluorescence, ACh EC80 antagonist | inhibition, % at 3 µM | 1.3% of 360,000 active | AID 588852;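 active means percent inhibition above its own plate's cutoff, namely the mean of that plate's compound wells plus 3 SD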;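 further: peak over basal fluorescence ratio during 140 s after agonist addition; 0% = ACh EC80 plus DMSO and 100% = DMSO alone without agonist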
Target sequence (P11229 whole entry, looked up): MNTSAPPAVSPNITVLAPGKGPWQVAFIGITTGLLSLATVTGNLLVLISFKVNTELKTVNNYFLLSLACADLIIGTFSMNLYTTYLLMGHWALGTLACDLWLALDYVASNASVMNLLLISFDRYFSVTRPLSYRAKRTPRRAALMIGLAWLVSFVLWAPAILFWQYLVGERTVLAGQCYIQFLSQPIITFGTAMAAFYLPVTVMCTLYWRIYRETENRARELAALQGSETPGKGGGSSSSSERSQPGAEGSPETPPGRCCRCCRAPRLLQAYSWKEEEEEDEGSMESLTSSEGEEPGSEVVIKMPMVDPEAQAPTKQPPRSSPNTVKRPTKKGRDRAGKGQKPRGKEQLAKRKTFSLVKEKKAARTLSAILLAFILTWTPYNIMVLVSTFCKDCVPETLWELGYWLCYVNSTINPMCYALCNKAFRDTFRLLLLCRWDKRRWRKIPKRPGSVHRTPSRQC
CHO parental Ca = counter-screen for OX1R antagonists: effect in parental CHO cells; 0.63% of 330,000 active; inhibition, % at 5.6 µM; AID 463079; parental CHO-K1, ATP-induced calcium, Fluo-8 fluorescence;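 active means inhibition above that plate's mean sample inhibition plus 3 SD, cut at about 26% in these data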;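 further: 0% = ATP-challenged DMSO wells and 100% = DMSO wells without ATP; some compounds past the cut are filed as inactive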
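Test system: parental CHO cells; detection: calcium-sensitive Fluo-8 fluorescence; evaluation: percent inhibition of calcium signal; also added: ATP as calcium-mobilizing challenge; repeats: one well per compound; control set: ATP-challenged DMSO wells low, unchallenged DMSO wells high; compound: single nominal dose of 5.6 µM per compound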
CHRM1 PAM = positive allosteric modulators of human M1 muscarinic receptor. P11229. AID 588819. activation, % at 3 µM. 0.088% of 360,000 active. CHO-K1 hM1, Fluo-8 calcium fluorescence, ACh EC20; 0% = ACh EC20, 100% = maximal ACh; in the data active means activation above about 19%, passing the limit was not always enough
TAAR1 agonist = human TAAR1 agonism | Q96RJ0 | CHO RD-HGA16 TAAR1, Fluo-8 calcium fluorescence; vehicle wells 0%, saturating PEA agonist 100% | activation, % at 3 µM | 0.99% of 360,000 active;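 active means activation above the mean activation of all test compounds in the run plus 3 SD, cut at about 38% in these data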
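System: CHO-derived RD-HGA16 cells with stable Gα16 and human TAAR1 / Times: 17-24 h plating, Fluo-8 75 min 37 °C, 30 min RT / Technique: calcium-sensitive Fluo-8 signal, excitation 470-495, emission 515-575 nm / Measure: % activation relative to PEA EC100 response / Benchmarks: DMSO and PEA EC100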
CHO-K1 Ca ag = counter-screen for M1 agonists: effect in parental CHO-K1 cells | 0.48% of 360,000 active | Fluo-8 calcium fluorescence; scaled to maximal ATP response, vehicle zero | activation, % at 3 µM; in the data active means activation above about 15%;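 further: untransfected CHO-K1 host cells lacking M1 receptor as counterscreen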
CHO-K1 Ca antag = M1 antagonist counterscreen hit in parental CHO-K1 cells | ATP-induced calcium, Fluo-8 fluorescence | inhibition, % at 3 µM | 0.6% of 360,000 active | AID 602250;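 active means inhibition above a per-plate cutoff, the plate's mean sample inhibition plus 3 SD, cut at about 24% in these data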;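 further: 0% = DMSO plus EC80 ATP and 100% = DMSO alone without ATP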
M1 ag = agonists of human M1 muscarinic receptor; activation, % at 3 µM; CHO-K1 hM1, Fluo-8 calcium fluorescence, agonist mode; 0% DMSO, 100% acetylcholine EC100; P11229; 0.33% of 360,000 active;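 active means activation above the run's mean compound activation plus 3 SD, cut at about 16% in these data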;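 further: peak over basal fluorescence ratio within a 140 s kinetic read after compound addition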
Active calls of the source: *; x = not tested or not shown.

SMILES	M1 PAM parental	TAAR1 antagonist	M1 antag	CHO parental Ca	CHRM1 PAM	TAAR1 agonist	CHO-K1 Ca ag	CHO-K1 Ca antag	M1 ag
CCOC(=O)c1ccccc1NC(=O)CSc1nnc(COc2ccccc2)n1CC	2	-5	-7	-18	9	11	0.1	8	-1
Cc1ccc(Cl)cc1NC(=O)CC1NC2CCCCC2NC1=O (stereo not given)	5	14	0	-2	4	2	0.1	-12	-3
Fc1ccc(NCc2n[nH]c(=S)n2Cc2ccccc2)cc1	12	-2	2	-1	-4	1	0.3	-10	-7
Nc1scc[n+]1Cc1cccc2cccnc12	25	-27	-12	-3	6	2	0.9	-20	-5
CN1CCN(C(=O)CSc2ccc(C(F)(F)F)cc2[N+](=O)[O-])CC1	21	-14	-9	-13	13	3	1.1	-13	-9
O=C1CSC(=Nc2cccc(Cl)c2Cl)N1	13	-3	-14	-1	3	0	0.7	-14	-5
CC(NS(C)(=O)=O)C(c1cccs1)N1CCN(Cc2ccccc2)CC1 (stereo not given)	7	-9	-8	-12	4	1	0.1	-4	-9
CCOc1ccc(-c2cnc(NCc3cccc4ccccc34)n2CCOC)cc1	2	14	27	23	-19	7	10	9	-3
CC(C)(C)NC(=O)C(=O)N/N=C/c1cccs1	24	12	-20	-1	14	0	-0.2	-6	0
CC1CCCCC1NC(=O)CSCC(=O)O (stereo not given)	12	4	-14	2	11	1	-0.2	-2	-7
CN(C)CCCNc1nc(N)c([N+](=O)[O-])c(NC2CCCCC2)n1	6	-4	9	-12	-12	9	1.7	-9	-9
CCC(C)c1ccc(C(C)NC(=S)NCc2ccc(F)cc2)cc1 (stereo not given)	-2	37	34*	18	-17	7	1.5	0	-6
CCc1cccc(NC(=O)COC(=O)c2cc(=O)c3ccccc3o2)c1	13	-12	-12	x	15	2	2.6	-6	-3
Cc1ccc(NC(=O)CCn2c(=S)oc3ccccc32)cc1	10	-17	3	-10	-6	2	0.5	-2	-9
CCOC(=O)C1(CC2CC2)CCN(C(=O)c2ocnc2C)CC1	18	-5	-7	-10	8	1	0.8	-13	-4
Cc1sc(NC(=O)c2ccco2)nc1-c1ccc2c(c1)CC(C)N2C(=O)C1CC1 (stereo not given)	9	x	25	-12	-10	x	7.4	5	2
Cc1noc(C)c1COc1ccccc1C(=O)NCCc1ccc(F)cc1	20	14	-3	x	1	1	1.2	-11	-3
O=C(COC(=O)c1ccccc1O)Nc1ccc(S(=O)(=O)N2CCCCC2)cc1	-12	-2	26	-1	-7	6	6.5	11	-4
O=C(Oc1cccnc1)c1ccc(Cl)c(Cl)c1	20	12	4	-6	2	4	1.4	-18	-1
COc1ccc(CCNC(=O)C2CC=CCC2C(=O)O)cc1 (stereo not given)	-12	-29	11	13	-4	50*	0.1	2	-2
c1ccc(CSc2ccc(-c3cccs3)nn2)cc1	13	-1	-1	10	4	2	0.7	-6	-8
Cc1ccc(C)c(N2CCN(c3ccncc3N)CC2)c1	-3	2	-4	-20	5	6	5.1	-6	-4
O=C(COC(=O)c1ccccc1Br)Nc1cccnc1Cl	-15	31	5	-14	-2	5	0.1	4	0
CS(=O)(=O)N1CCCCC1c1cc(C(=O)Nc2ccccc2Cl)no1 (stereo not given)	21	2	-17	x	8	1	0.2	-16	-3
Cc1nn(CC(=O)c2ccc(Cl)s2)c(C)c1[N+](=O)[O-]	12	-15	-13	-6	7	0	0.5	-19	-7
CCOC(=O)c1cnc2c(C)cc(Cl)cc2c1N1CCN(C)CC1	3	11	-8	-13	4	-1	0.6	10	-5
S=C(NCCc1ccccc1)N1CCCC1	22	-5	-6	-2	8	2	2.0	-18	-6
CC(C(=O)Nc1ccccc1C(F)(F)F)N1CCN(C)CC1 (stereo not given)	-6	-2	4	-8	0	2	0.0	1	-4
COc1ccc(-c2cn[nH]c2-c2ccc(OCc3ccc([N+](=O)[O-])cc3)cc2O)cc1	8	21	-7	-9	3	3	0.7	-6	-6
Cc1ccccc1OCc1nnc(SCC(=O)O)n1-c1ccccc1	23	-13	-18	-2	13	1	1.2	-13	0
Cc1ccc(-c2nc(=S)c3c(n2Cc2ccco2)CC(C)(C)OC3)cc1	-5	x	4	-15	13	x	-0.5	1	-1
N#CCCN(C(=O)COC(=O)c1ccc(S(=O)(=O)N2CCOCC2)cc1)c1ccccc1	7	4	-14	-5	5	2	0.6	-14	-2
O=C(Cc1cccc(NC(=O)C2CCN(C(=O)C3CCC3)CC2)c1)Nc1cccc(C(=O)N2CCCC2)c1	11	0	-3	3	10	0	-0.4	-4	-3
CN(CC(=O)NCCCn1ccnc1)S(=O)(=O)c1ccc(Cl)cc1	-14	-19	1	-11	14	3	0.1	4	-1
O=C(O)c1ccccc1C(=O)OC1CCCC2CCCC21 (stereo not given)	9	3	-7	x	1	0	0.8	-12	-5
Brc1c(CSc2nncn2-c2ccccc2)nc2sccn12	3	3	5	-12	-1	1	0.2	-10	-7
COc1ccccc1CNC(=O)COC(=O)c1ccc(S(=O)(=O)N2CCCCC2)cc1	1	8	13	-17	-5	2	0.0	3	-3
COc1cc(OC)nc(Nc2nc(C(N)CCc3ccccc3)cs2)n1 (stereo not given)	4	27	4	x	-1	35	2.5	6	3
O=C(NCc1ccccc1)C(=O)NCC1CCCN1S(=O)(=O)c1cccs1 (stereo not given)	-3	12	-7	-9	3	3	0.8	-4	-1
Oc1ccc2ccccc2c1CN1CCOCC1	-18	-22	-14	-11	3	3	0.7	-2	-3
O=C(Nc1nnc(-c2ccco2)o1)c1ccc(S(=O)(=O)N2CCCCC2)cc1	19	-15	-11	x	8	0	-0.6	-22	-4
c1ccc(N2CCN(c3ccccc3)C2c2cccs2)cc1	6	12	5	-8	-3	10	-0.6	1	-6
COc1ccc(S(=O)(=O)N2CCCCCC2)cc1C(=O)N(C)Cc1ccc(C)cc1	-6	-15	-11	-25	0	2	1.2	8	-6
CN(Cc1c(F)cccc1Cl)C(=O)CCc1c[nH]c2ccccc12	10	10	-5	-6	4	1	2.7	-12	-6
O=C(c1ccncc1)N1CCN(C(=O)c2ccco2)CC1	19	-13	-12	-28	13	4	0.6	-6	-4
CC1(C)CC(NS(=O)(=O)c2ccc(Cl)cc2)CC(C)(C)N1	-29	6	20	-8	-10	4	-0.2	5	-4
C/C(N)=C(/C#N)C(=O)COC(=O)c1ccccc1C(=O)c1ccc(C)cc1	-11	-11	-6	-8	3	7	1.9	7	-3
CCS(=O)(=O)NCC(c1cccnc1)N1CCN(c2ccc(OC)cc2)CC1 (stereo not given)	26	-16	-7	7	13	5	1.1	-14	-8
CCN1CCN(C(=O)CCc2nc3ccccc3c(=O)[nH]2)CC1	12	-7	-32	-5	13	11	0.7	-5	-3
CN(CC(=O)Nc1ccc(F)cc1)C(=O)COC(=O)CN1C(=O)NC2(CCCC2)C1=O	5	-12	-12	-4	18	1	0.6	19	2

Three entries already listed, sorted by the value under M1 ag, rising.
| smiles | M1 antag | CHRM1 PAM | TAAR1 agonist | M1 ag |
| --- | --- | --- | --- | --- |
| Brc1c(CSc2nncn2-c2ccccc2)nc2sccn12 | 5 | -1 | 1 | -7 |
| COc1ccc(-c2cn[nH]c2-c2ccc(OCc3ccc([N+](=O)[O-])cc3)cc2O)cc1 | -7 | 3 | 3 | -6 |
| CC(C(=O)Nc1ccccc1C(F)(F)F)N1CCN(C)CC1 (stereo not given) | 4 | 0 | 2 | -4 |

Following part.
SMILES	M1 PAM parental	TAAR1 antagonist	M1 antag	CHO parental Ca	CHRM1 PAM	TAAR1 agonist	CHO-K1 Ca ag	CHO-K1 Ca antag	M1 ag
CC(=O)c1cccc(N(C(=O)CNC(=O)c2ccco2)C(C(=O)NCC2CCCO2)c2ccccc2)c1 (stereo not given)	-4	-18	-1	-19	2	-2	0.6	-1	-4
O=C(CN1CCN(CC(=O)Nc2ccccc2F)CC1)Nc1cccc(F)c1	0	-1	1	x	8	0	0.1	7	-3
CC(=O)N1CCc2c(sc(NC(=O)CCS(=O)(=O)c3ccc(C)cc3)c2C#N)C1	10	-17	-11	-23	6	0	1.1	-4	-2
CCOc1ccc(NC(=S)Nc2cccc3ccccc23)cc1	12	-8	-8	-10	8	-2	0.6	-2	-6
COc1ccccc1N1CCN(/N=C/c2c(C)nn(-c3ccccc3)c2C)CC1	31	6	0	-17	6	4	1.4	-15	-4
NNC(=O)c1ccc(Cn2cc(Cl)cn2)o1	6	2	-12	-23	13	0	-0.2	-7	2
O=C(Nc1ccccc1N1CCCC1)c1ccccc1Cl	13	-34	-17	-18	7	-2	0.5	-10	-10
CCCc1nc2ccccc2n1Cc1ccccc1OC	20	-24	1	-7	1	3	3.6	-11	-6
COc1ccc(CNC(=O)C[C@H]2C[C@H](C(=O)N3CCOCC3)[C@@]3(C)c4[nH]c5cc(-c6ccco6)ccc5c4CCN3C2=O)cc1OC	0	-9	-16	-14	7	5	-0.7	13	-6
O=C(Nc1cc([N+](=O)[O-])ccc1N1CCOCC1)c1cccs1	-13	-17	-7	-18	5	1	-0.2	1	-1
CCN(CC)C(=O)[C@H]1C[C@H](CC(=O)NCc2ccc(OC)c(OC)c2)C(=O)N2CCc3c([nH]c4cc(CCC(=O)N(C)C)ccc34)[C@]12C	22	-16	-19	-13	9	0	0.0	-30	-5
Cc1ccccc1NC(=O)Cn1nnc2c(cnn2-c2ccc(F)cc2)c1=O	4	9	-28	-6	21	8	-0.1	-16	12
CCN1CCN(c2ccc(S(=O)(=O)N3CCCCC3)cc2NC(=O)c2ccc(C)c(C)c2)CC1	6	-7	4	x	-2	2	0.8	-8	-7
O=C(Nc1ccccc1N1CCCC1)c1ccc([N+](=O)[O-])cc1Cl	19	-4	-1	-11	4	12	0.3	-8	-8
NS(=O)(=O)c1ccc(CCNC(=O)C2CCCCC2)cc1	6	-1	4	-4	1	14	0.6	-5	-4
CCn1cc(C(=O)N[C@@H](C)C(=O)NCCCO)c(=O)c2cc3c(cc21)OCO3	-14	-2	-17	x	12	12	-0.2	8	-2
COc1ccc(OC)c(N(CC(=O)NC2CC3CCC2C3)S(=O)(=O)c2ccccc2)c1 (stereo not given)	10	-22	-9	-40	4	6	0.7	-13	-4
CC(=O)Nc1c2c(nn1-c1ccc(C)cc1C)CSC2	9	-16	0	-5	4	-3	0.2	8	-3

M1 antag: what is marked active above.
molecule,M1 antag,CHRM1 PAM,TAAR1 agonist,M1 ag
CCC(C)c1ccc(C(C)NC(=S)NCc2ccc(F)cc2)cc1 (stereo not given),34*,-17,7,-6

Rows were taken by chance. About 4.4% of those tested had a hit in this group.
